Bioassay records from PubChem.
M5 PAM = CHRM5 positive allosteric modulation; AID 624038; actives 0.3% (n = 360,000); activation, % at 3 µM; CHO-K1 hM5, Fluo-8 calcium, ACh EC20 PAM; 0% = ACh EC20, 100% = ACh EC100; P08912;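 active means activation above the run cutoff, the mean activation of all test compounds plus 3 SD, cut at about 18% in these data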
Target sequence (P08912 whole entry, looked up): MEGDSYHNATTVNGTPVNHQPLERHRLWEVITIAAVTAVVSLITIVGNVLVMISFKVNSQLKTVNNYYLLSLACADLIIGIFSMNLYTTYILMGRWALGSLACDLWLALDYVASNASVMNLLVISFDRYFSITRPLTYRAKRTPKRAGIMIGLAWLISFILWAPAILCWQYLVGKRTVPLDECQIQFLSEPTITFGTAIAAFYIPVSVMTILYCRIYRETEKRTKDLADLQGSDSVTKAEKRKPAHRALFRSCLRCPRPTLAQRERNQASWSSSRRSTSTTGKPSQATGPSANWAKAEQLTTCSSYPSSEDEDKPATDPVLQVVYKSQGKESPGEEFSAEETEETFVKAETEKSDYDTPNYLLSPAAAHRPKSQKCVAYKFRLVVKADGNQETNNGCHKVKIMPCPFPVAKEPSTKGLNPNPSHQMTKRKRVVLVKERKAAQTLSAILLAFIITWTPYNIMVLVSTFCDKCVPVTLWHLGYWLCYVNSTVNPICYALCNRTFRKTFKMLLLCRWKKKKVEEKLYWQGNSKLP
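System – CHO-K1 hM5 cells · Compound – 3 µM, single dose · Incubation – compound preincubation 140 s before EC20 acetylcholine addition · Technique – Fluo-8 calcium fluorescence · Measure – Max/basal fluorescence ratio as % of EC20–EC100 ACh window · Benchmarks – low control EC20 acetylcholine (0%), high control EC100 acetylcholine (100%) · Replication – singlicate, one well per test compound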
M4 PAM = CHRM4 positive allosteric modulation; CHO-K1 hM4/Gqi5, Fluo-8 calcium fluorescence, ACh EC20; 0% = ACh EC20, 100% = maximal ACh; P08173; actives 0.4% (n = 360,000); activation, % at 3 µM;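 active means activation above its plate's cutoff, the mean activation of sample wells plus 3 SD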; further: some results filed as inactive read as strong as hits
CRFBP-R2 block = antagonists of CRF-binding protein/CRF-R2 receptor complex; HEK293 CRF-R2/CRF-BP, CRF-induced calcium fluorescence; actives 0.59% (n = 350,000); inhibition, % at 11.8 µM;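 active means inhibition of the ligand-induced calcium signal above about 50% at the single tested concentration, limit read from the data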
M4 antag = antagonists of human muscarinic M4 receptor (CHRM4). P08173. CHO-hM4 cells, ACh EC80, Fluo-8 calcium fluorescence. inhibition, % at 3 µM. actives 0.73% (n = 360,000). AID 624125;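 active means inhibition above its plate's cutoff, the mean inhibition of sample wells plus 3 SD, cut at about 27% in these data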;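 further: 0% = acetylcholine EC80 with DMSO and 100% = DMSO without agonist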
CRFR2-BP ag = agonists of human CRF-binding protein/CRF-R2 receptor complex; HEK293 CRF-R2/CRF-BP, calcium dye fluorescence (FLIPR); percent of saturating CRF peptide response; activation, % at 13.2 µM; actives 0.46% (n = 350,000); AID 588473;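 active means activation of at least 50%, plus an integration ratio under a set limit after plate pattern correction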;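 further: plate controls were neutral control wells without compound for no effect and CRF at EC100 for full effect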
M5 antag = blocks acetylcholine activation of human M5 receptor. P08912. CHO-hM5 cells, Fluo-8 calcium fluorescence, ACh EC80. inhibition, % at 3 µM. actives 0.59% (n = 360,000);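 active means inhibition above a per-plate cutoff, the mean of that plate's test compounds plus 3 SD, cut at about 27% in these data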;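 further: 0% = acetylcholine EC80 with DMSO and 100% = DMSO without agonist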
M5 ag = agonists of human muscarinic M5 receptor (CHRM5); P08912; CHO-K1 hM5 cells, Fluo-8 calcium fluorescence; 0% DMSO wells, 100% maximal acetylcholine response; activation, % at 3 µM; actives 0.19% (n = 360,000); AID 624037;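 active means activation above the run's mean over test compounds plus 3 SD, cut at about 23% in these data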;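 further: signal is peak over basal fluorescence ratio across the kinetic read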
CHRM4 agonist = agonists of human muscarinic M4 receptor (CHRM4); CHO-K1 hM4/Gqi5, Fluo-8 calcium fluorescence; vehicle 0%, full acetylcholine response 100%; activation, % at 3 µM; actives 0.14% (n = 360,000); AID 624127;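 active means activation above the run mean over all test wells plus 3 SD, cut at about 32% in these data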;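 further: peak over basal fluorescence ratio per well then scaled between controls; 0% = DMSO wells and 100% = acetylcholine at EC100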
CHRM1 PAM = potentiates human M1 receptor response to acetylcholine; P11229; CHO-K1 hM1, Fluo-8 calcium fluorescence, ACh EC20; 0% = ACh EC20, 100% = maximal ACh; activation, % at 3 µM; actives 0.088% (n = 360,000); in the data active means activation above about 19%, passing the limit was not always enough
Target sequence (P11229 whole entry, looked up): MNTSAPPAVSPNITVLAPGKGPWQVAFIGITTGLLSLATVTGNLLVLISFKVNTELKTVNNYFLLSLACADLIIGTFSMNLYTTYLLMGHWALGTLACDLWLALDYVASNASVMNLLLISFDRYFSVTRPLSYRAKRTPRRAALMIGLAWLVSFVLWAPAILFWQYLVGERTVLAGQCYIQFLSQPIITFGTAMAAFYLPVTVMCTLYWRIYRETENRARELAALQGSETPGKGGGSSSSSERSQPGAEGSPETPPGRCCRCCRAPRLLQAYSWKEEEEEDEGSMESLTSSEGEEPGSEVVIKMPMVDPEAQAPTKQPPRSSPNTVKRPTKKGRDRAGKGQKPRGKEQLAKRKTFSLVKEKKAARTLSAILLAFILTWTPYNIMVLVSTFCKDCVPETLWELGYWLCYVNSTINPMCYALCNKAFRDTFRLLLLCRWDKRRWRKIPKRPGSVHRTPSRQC
The depositor's hits bear a star; x = not tested or not shown; & = joins results of further samples.

SMILES	M5 PAM	M4 PAM	CRFBP-R2 block	M4 antag	CRFR2-BP ag	M5 antag	M5 ag	CHRM4 agonist	CHRM1 PAM
Cc1cc(N2CCN(S(=O)(=O)c3ccccc3)CC2)nc2c(C)cccc12	5	4	-6	2	1.7	-8	0	1	6
COCCCNC(=O)COc1ccc(S(=O)(=O)NCc2ccccc2)cc1Cl	2	6	5	4	-1.7	-3	0	3	7
COc1cc(NC(=O)c2csc(N)n2)cc(C(=O)Nc2cccc(C(F)(F)F)c2)c1	-8&-12	-9&-8	11&8	-7&5	0.2&0.1	7&2	1&-1	13&14	-10&-11
COc1ccc(C)cc1NC(=O)c1ccc([N+](=O)[O-])cc1[N+](=O)[O-]	9	4	-5	-10	-0.8	1	1	1	2
CCn1c(=N)n(CC(O)COc2cccc(C)c2)c2ccccc21 (configuration not stated)	1	2	-20	2	-0.1	1	-2	4	2
Cc1cc(C(=O)COC(=O)C23CC4CC(CC(O)(C4)C2)C3)c(C)n1C	-4	6	2	-5	-0.5	10	0	2	11
CC(=O)c1cc(C#N)c(NCCCN(C)C)nc1C	6	10	11	-3	1.3	1	1	2	15
O=C(NCc1cccs1)c1ccc(CS(=O)Cc2ccc(Cl)cc2)o1 (configuration not stated)	-3	9	14	-12	0.2	2	0	2	10
CCC(=O)NC(C)C(c1cccs1)N1CCOCC1 (configuration not stated)	1	8	18	-8	-2.4	-2	2	0	6
Cc1ccc(C)c(N2CCN(C(=O)CCc3nc(-c4cccc(Cl)c4)no3)CC2)c1	1	5	2	-3	3.7	-3	0	0	8
Cc1cccc(Cn2c(=O)c3c(nc4n3CCN4Cc3ccco3)n(C)c2=O)c1	-4	-4	8	10	-0.5	-3	-1	0	0
C[C@@H]1CCCCO[C@@H](CN(C)C(=O)Cc2ccccc2)[C@@H](C)CN([C@H](C)CO)C(=O)c2cc(N(C)C)ccc2O1	-3	3	-16	-8	-1.1	8	0	-1	4
CCN(CC(=O)Nc1c(F)cccc1F)C(=O)CN(C)S(=O)(=O)c1ccc(F)cc1	0	5	-7	1	0.8	-3	2	1	4
Cc1cc(C)nc(SCc2ccc(C(=O)N/N=C3\CCCC(=O)C3)cc2)n1	-1	-1	2	-14	-0.8	-5	-2	0	7
CCOC(=O)CC1(NC(=O)c2cc(COc3c(F)cccc3F)on2)CCCCC1	4	-2	-13	2	-0.3	0	-1	6	-1
CC(C)c1cc(C(=O)Nc2cccnc2)no1	-1	9	-15	-10	-3.9	1	-4	1	4
COc1ccc(C(=O)c2c(C)c(CCC#N)n3ccccc23)c(OC)c1	0	4	-7	-5	-0.6	6	1	1	2
Cc1ccc(S(=O)(=O)N(C)C)cc1NS(=O)(=O)c1ccc(Cl)s1	6	3	15	-8	-0.7	-10	1	2	-1
CCc1cccc2c(C=C(C#N)C#N)cn(CC(=O)N3CCCCCC3)c12	-8	-1	-7	2	-2.2	14	1	0	0
CN1CCN(C(=O)c2cn(-c3ccccc3)nc2-c2cccnc2)CC1	-3	5	-12	3	2.4	3	0	2	-4

Taken from above.
For CHRM4 agonist, COc1cc(NC(=O)c2csc(N)n2)cc(C(=O)Nc2cccc(C(F)(F)F)c2)c1 shows 13&14
For M4 PAM, COc1ccc(C(=O)c2c(C)c(CCC#N)n3ccccc23)c(OC)c1 shows 4
For CRFR2-BP ag, Cc1cccc(Cn2c(=O)c3c(nc4n3CCN4Cc3ccco3)n(C)c2=O)c1 shows -0.5
For CHRM4 agonist, CCC(=O)NC(C)C(c1cccs1)N1CCOCC1 (configuration not stated) shows 0
For M5 PAM, CCn1c(=N)n(CC(O)COc2cccc(C)c2)c2ccccc21 (configuration not stated) shows 1

Single records, from the list above. Screens in order: M5 PAM	M4 PAM	CRFBP-R2 block	M4 antag	CRFR2-BP ag	M5 antag	M5 ag	CHRM4 agonist	CHRM1 PAM
`C[C@@H]1CCCCO[C@@H](CN(C)C(=O)Cc2ccccc2)[C@@H](C)CN([C@H](C)CO)C(=O)c2cc(N(C)C)ccc2O1` is listed as -3	3	-16	-8	-1.1	8	0	-1	4
`Cc1cccc(Cn2c(=O)c3c(nc4n3CCN4Cc3ccco3)n(C)c2=O)c1` is listed as -4	-4	8	10	-0.5	-3	-1	0	0
`Cc1ccc(C)c(N2CCN(C(=O)CCc3nc(-c4cccc(Cl)c4)no3)CC2)c1` is listed as 1	5	2	-3	3.7	-3	0	0	8
`Cc1cc(C(=O)COC(=O)C23CC4CC(CC(O)(C4)C2)C3)c(C)n1C` is listed as -4	6	2	-5	-0.5	10	0	2	11
`CCc1cccc2c(C=C(C#N)C#N)cn(CC(=O)N3CCCCCC3)c12` is listed as -8	-1	-7	2	-2.2	14	1	0	0

Remaining list, next part.
SMILES	M5 PAM	M4 PAM	CRFBP-R2 block	M4 antag	CRFR2-BP ag	M5 antag	M5 ag	CHRM4 agonist	CHRM1 PAM
CC(NC(=O)c1ccc(S(=O)(=O)C(F)F)cc1)c1ccccc1 (configuration not stated)	-9	-3	6	-6	-1.8	8	1	2	3
S=C(NCc1cccs1)Nc1cccc2ccccc12	2	-2	-1	-4	0.0	0	-5	0	2
Cc1cc(NC(=O)c2cccs2)ncc1NC(=O)c1cccc(F)c1	-5	-8	7	-9	2.4	-10	-3	3	4
COC(=O)c1ccccc1COn1c(=O)c(C)[n+]([O-])c2ccccc21	5	-2	6	-1	-1.7	-2	-2	0	2
COc1cccc(NC(=O)CSc2ccc3nnc(-c4cccnc4)n3n2)c1	-1	-7	-2	5	-0.4	0	-1	3	4
O=C(NNC(=O)c1ccc(SCC2CCCO2)c([N+](=O)[O-])c1)c1ccc(F)cc1 (configuration not stated)	0	1	-10	-6	-1.0	-8	3	4	1
Cc1ccccc1CNC(=O)c1ccccc1C	3	14	6	1	0.1	-3	-5	1	11
Cc1cccc(NC(=O)c2nc[nH]c2C(=O)N[C@@H](C)C(=O)OCc2ccccc2)c1	-9	6	-4	-2	-1.0	2	-6	1	-1
O=C(CCCc1c[nH]c2ccccc12)N1CCN(S(=O)(=O)c2cccs2)CC1	-13	-15	13	14	-0.7	2	3	19	-9
Cc1cccc(-n2c(-c3csc(C)c3C)n[nH]c2=S)c1	-3	6	-26	2	-0.8	3	-8	-1	-11
O=C(c1ccoc1)N1CCC2(CC1)Oc1ccc(Cl)cc1C(=O)C21CC(c2ccccc2)=NO1 (configuration not stated)	-4	-5	-4	2	2.8	14	0	3	2
COc1ccc2oc(C(=O)OCC(=O)N(C)CC(=O)Nc3ccc(F)cc3)c(C)c2c1	-11	8	14	-25	-1.0	10	-1	9	5
C[C@H](NC(=O)c1nc[nH]c1C(=O)NCC(=O)OCc1ccccc1)c1ccccc1	-32	-14	20	28*	-2.6	13	3	24	-19
CSc1ccccc1NC(=O)c1cc(C(C)C)on1	0	3	0	2	-1.2	-4	-5	-1	6
CC(C)N1CC=C2C(C#N)=C(N)C(C#N)(C#N)C(c3ccccc3)C2C1 (configuration not stated)	1	2	-27	2	90*	2	-9	1	2
CCOc1ccccc1N1CCN(CC(=O)N(C)CC(=O)Nc2ccccc2CC)CC1	-3	-1	-2	-9	-0.7	-3	-1	2	-7
COc1ccc(C2=NN(C(=O)c3ccccc3)C(c3ccc(OC)c(OC)c3)C2)c(O)c1 (configuration not stated)	-4	-2	1	-2	4.0	9	-1	8	10
CC(C)(C)S(=O)(=O)c1cnc2c(S(=O)(=O)c3ccccc3)cnn2c1N	1	2	4	-11	-0.6	1	3	7	6
COc1ccc(C(=O)C=CNNC(=O)c2ccc(Cl)cc2)cc1	-2	-5	-7	4	1.3	-3	-3	3	-10
COc1ccc(OC)c(/C=N/NC(=O)CCc2n[nH]c(=O)[nH]c2=O)c1	1	3	13	-11	1.0	-2	1	1	12
c1ccc(N2CCN(C3CC4CCC3C4)CC2)cc1 (configuration not stated)	1	0	-1	-4	-1.7	6	-1	-1	13
Cc1ccccc1OCC(=O)OCC(=O)NCc1ccco1	0	13	1	2	-0.7	3	1	0	7
COc1cc2c(cc1OC)-c1cc(Nc3ccccc3)nc(=O)n1CC2	-1	4	5	0	-3.2	-4	3	1	5
COc1cccc(CNC(=O)c2ccc(CS(=O)(=O)Cc3ccccc3C)o2)c1	-7	-5	-3	-18	0.8	2	1	23	-8
O=C(NN=Cc1ccc(F)cc1)C1CC1	3	5	3	-12	-1.2	11	3	1	9
COc1ccc(Nc2nc(C)nc3sc4c(c23)CCC4)cc1O	-1	6	-22	-3	0.3	3	-3	1	7
COc1ccc(C2CC(c3cccc(OC)c3)=NN2c2ccc(S(N)(=O)=O)cc2)cc1 (configuration not stated)	1	0	x	-7	x	-7	1	3	1
CN1CCCC(OC(=O)c2ccc(C(C)(C)C)cc2)C1 (configuration not stated)	5	-1	-3	4	0.0	-1	-1	1	-4
CCN(CC(=O)Nc1ccc(NC(C)=O)cc1)C(=O)C(c1ccccc1)c1ccccc1	-7	-1	3	-9	-0.8	7	-2	8	-2
O=C(CCCCn1c(=O)[nH]c2ccsc2c1=O)NCC1CCCO1 (configuration not stated)	-4	-1	10	-2	-3.3	7	-4	0	6
C#CC[N+](C)(C)CC#Cc1ccccc1	-4	-7	4	11	3.1	12	-9	1	-6
Cn1c(=O)c2c(nc(N3CCN(c4ccccn4)CC3)n2Cc2ccc(Cl)cc2Cl)n(C)c1=O	5	10	-52	-4	5.8	9	-3	1	10
CN(c1nc2ccccc2nc1Cl)S(=O)(=O)c1ccccc1	-7	-3	17	3	-1.5	16	-2	5	-5
OCCNC(=S)NCc1ccccc1	-1	-18	11	-12	-1.3	-1	2	0	6
O=C(c1cc(Br)ccc1OC(F)F)N1CCN2CCCC2C1 (configuration not stated)	-14	-7	5	15	-1.0	16	-12	0	-17
CCOc1cc(N2CCOCC2)c(OCC)cc1NC(=O)COC(=O)CCOc1cc(C)ccc1C	2	-1	2	6	-1.0	5	1	1	8
C[C@H](NC(=O)c1nc[nH]c1C(=O)N[C@H](C)c1ccccc1)C(=O)OCc1ccccc1	-11	-11	11	1	-0.9	10	-11	-1	-9
CCOC(=O)c1c(NC(=O)CNCCOC)sc2c1CCCC2	0	-3	1	-5	-1.4	-3	0	0	-3

Exported in CSV form: part of the list above
SMILES,M5 PAM,M4 PAM,CRFBP-R2 block,M4 antag,CRFR2-BP ag,M5 antag,M5 ag,CHRM4 agonist,CHRM1 PAM
OCCNC(=S)NCc1ccccc1,-1,-18,11,-12,-1.3,-1,2,0,6
O=C(c1cc(Br)ccc1OC(F)F)N1CCN2CCCC2C1 (configuration not stated),-14,-7,5,15,-1.0,16,-12,0,-17
